Rpn11 block: Rpn11 (PSMD14) deubiquitinase inhibitors, primary screen, biochemical, fluorescence polarization, uHTS | 360,000 tested, 0.59% active | human 26S proteasome, Ub4-pepOG fluorescence polarization; 20S core pre-blocked with epoxomicin | 26S proteasome non-ATPase regulatory subunit 14 (Homo sapiens), O00487 | calls only at 20 µM | AID 588493, 2011;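 active means inhibition at 20 µM, scaled to each plate's controls, above about 33%, limit read from the data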
Target sequence (O00487 whole entry, looked up): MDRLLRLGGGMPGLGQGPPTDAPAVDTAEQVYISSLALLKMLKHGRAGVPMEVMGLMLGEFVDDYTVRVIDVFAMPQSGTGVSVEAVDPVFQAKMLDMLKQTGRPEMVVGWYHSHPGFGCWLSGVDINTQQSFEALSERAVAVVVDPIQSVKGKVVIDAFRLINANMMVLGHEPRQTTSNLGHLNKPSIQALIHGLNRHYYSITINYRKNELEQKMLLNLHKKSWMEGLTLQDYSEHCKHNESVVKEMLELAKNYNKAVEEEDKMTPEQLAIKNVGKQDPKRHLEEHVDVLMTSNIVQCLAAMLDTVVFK
DNMT1 inh: human DNMT1 methyltransferase inhibitors, primary screen, biochemical, molecular beacon, fluorescence, HinP1I cleavage, uHTS | DNA (cytosine-5)-methyltransferase 1 (Homo sapiens), P26358 | inhibition (reported as % activation of signal), % at 10 µM | 360,000 tested, 0.83% active | AID 588458, 2011; in the data active means inhibition above about 50%
NadD block: inhibitors of S. aureus NadD, primary screen, biochemical, colorimetric, uHTS; Nicotinate-nucleotide adenylyltransferase NadD (Staphylococcus aureus N315); purified NadD enzyme, colorimetric absorbance read-out; inhibition, % at 20 µM; 360,000 tested, 0.78% active; AID 602399, 2012; in the data active means inhibition above about 26%; further: some compounds past the cut are filed as inactive
CSN inh: inhibitors of CSN-mediated cullin deneddylation, primary screen, biochemical, fluorescence polarization, uHTS | COP9 signalosome complex subunit 5 (Homo sapiens), Q92905 | Purified CSN, SCF-Nedd8-OG deneddylation | inhibition, % at 12.5 µM | 360,000 tested, 0.38% active;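 active means pattern-corrected inhibition above about 35%, with an unprinted fluorescence ratio check between 0.5 and 1.5, limit read from the data, passing the limit was not always enough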;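 further: 0% = enzyme with substrate and 100% = substrate without enzyme; some results filed as inactive read as strong as hits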
Target sequence (Q92905 whole entry, looked up, one chain of several): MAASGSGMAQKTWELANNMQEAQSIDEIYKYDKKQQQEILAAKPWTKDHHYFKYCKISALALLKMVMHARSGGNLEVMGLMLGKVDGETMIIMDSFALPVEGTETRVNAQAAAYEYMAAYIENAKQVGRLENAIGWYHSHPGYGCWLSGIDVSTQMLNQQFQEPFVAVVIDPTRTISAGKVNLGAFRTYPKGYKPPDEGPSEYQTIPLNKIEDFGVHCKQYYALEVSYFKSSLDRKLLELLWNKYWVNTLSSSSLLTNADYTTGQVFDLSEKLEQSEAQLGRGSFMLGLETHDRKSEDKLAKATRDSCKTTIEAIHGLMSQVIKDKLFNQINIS
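assay system = purified human Csn5 enzyme expressed in HEK293T cells | amount = 0.24 nM enzyme | buffer or medium = Tris/NaCl/DTT buffer, pH 7.5 | reagent = 10 nM SCFSkp2-Nedd8OG | compound = one concentration, 12.5 µM, 0.25% DMSO | times = 90 min reaction at room temperature | signal = FP | read-out basis = % inhibition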
STEP inh: STEP phosphatase inhibitors, primary screen, biochemical, fluorescence intensity, uHTS; 360,000 tested, 0.25% active; recombinant STEP, OMFP fluorogenic substrate; inhibition, % at 20 µM;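 active means inhibition at 20 µM, scaled per plate between control wells, above about 37%, limit read from the data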;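 further: 0% = DMSO with enzyme and substrate and 100% = substrate only without enzyme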
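Also added – OMFP at 25 µM · Test system – STEP tyrosine phosphatase · Technique – FITC-channel fluorescence of OMFP product · Schedule – 20 min at room temperature, dark · Evaluation – control-normalized % inhibition with plate pattern correction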
Neddyl block: inhibitors of cullin neddylation, primary screen, biochemical, TR-FRET, uHTS, NAE and Ubc12; calls only at 25 µM; 360,000 tested, 0.58% active; AID 651699, 2012; in the data active means inhibition above about 36%
LMPTP inh: LMPTP phosphatase inhibitors, primary screen, biochemical, fluorescence intensity, uHTS; Low molecular weight phosphotyrosine protein phosphatase (Homo sapiens), P24666; 360,000 tested, 0.22% active; inhibition, % at 20 µM; AID 651560, 2012; recombinant LMPTP-A, OMFP fluorogenic substrate;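 active means compounds that cut the enzyme signal by at least half of the control window in the single-dose screen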;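 further: plate controls were DMSO wells with enzyme plus substrate for no effect and substrate without enzyme for full effect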
Target sequence (P24666 whole entry, looked up): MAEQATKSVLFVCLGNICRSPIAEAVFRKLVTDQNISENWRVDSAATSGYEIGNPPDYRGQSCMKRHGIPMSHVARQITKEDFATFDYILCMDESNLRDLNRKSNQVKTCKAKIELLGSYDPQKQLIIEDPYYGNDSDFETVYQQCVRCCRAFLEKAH
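Test system: LMPTP-A phosphatase enzyme; input: 0.625 nM LMPTP-A final; reagent: OMFP substrate, 400 µM final; compound dosing: 20 µM single dose, 3% DMSO; incubation: 50 min dark incubation at room temperature; measured by: endpoint fluorescence intensity from OMFP dephosphorylation; measure: % inhibition relative to no-enzyme and uninhibited control wells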
Rin1 Abl inh: inhibitors of Rin1-Abl protein binding, primary screen, biochemical, TR-FRET. Tyrosine-protein kinase ABL1 (Homo sapiens) + Ras and Rab interactor 1 (Homo sapiens), …. inhibition, % at 7.35 µM. 360,000 tested, 0.4% active; in the data active means inhibition above about 5%, passing the limit was not always enough
SUMO1 PPI mod: modulators of SUMO1 protein-protein interactions, primary screen, biochemical, uHTS; Small ubiquitin-related modifier 1 (Homo sapiens), P63165; SUMO1 binding to a labelled peptide, TR-FRET, 1 h; inhibition, % at 20 µM; 360,000 tested, 0.33% active; AID 602429, 2012; in the data active means inhibition above about 37%
Scp1 inh: Scp-1 phosphatase inhibitors, primary screen, biochemical, colorimetric, uHTS; inhibition, % at 20 µM; Recombinant Scp1, phosphopeptide, malachite green phosphate absorbance; Carboxy-terminal domain RNA polymerase II polypeptide A small phosphatase 1 (Homo …; AID 493091, 2011; 340,000 tested, 0.88% active;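 active means inhibition above about 50% at 20 µM, limit read from the data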;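 further: plate controls were DMSO wells with enzyme for no effect and wells lacking enzyme for full effect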
Target sequence (Q9GZU7 76-261 limits assumed): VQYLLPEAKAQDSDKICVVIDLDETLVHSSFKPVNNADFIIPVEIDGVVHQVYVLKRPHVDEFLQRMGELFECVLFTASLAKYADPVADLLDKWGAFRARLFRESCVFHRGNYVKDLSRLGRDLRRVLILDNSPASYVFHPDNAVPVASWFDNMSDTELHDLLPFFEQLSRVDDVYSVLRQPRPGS
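Test system: SCP-1 catalytic domain; Buffer or medium: Acidic Tris acetate buffer with magnesium and detergent; Also added: Phosphorylated 17-residue peptide substrate; Compound: single 20 µM dose, 1% DMSO; Schedule: enzyme reaction 45 min at room temperature, colour 5 min, stabilisation 30 min; Signal: Phosphate-binding colour reagent, absorbance read at 630 nm.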
* = called active by the depositor; i = inactive; . = not tested or not shown; + = active, no number.

1	O=C(CN1c2ccccc2Sc2ccccc21)N/N=C/c1ccc(Cl)cc1
2	CCOC(=O)C1CCN(C(=O)c2cccc(N3C(=O)NC4CC3(C)Oc3ccc(C)cc34)c2)CC1 (stereo not given)
3	Cc1nc2ccc(Br)cc2c(=O)n1Cc1cccs1
4	O=C(Cn1cc2c(n1)CCCCC2)Nc1ccccc1Cl
5	O=C(O)C(SC(C(=O)O)c1ccccc1)c1ccccc1 (stereo not given)
6	Cc1c(Br)ccc(NC(=O)c2ccccc2[N+](=O)[O-])c1C
7	CCCc1cc(=O)[nH]c2nnc(SCC(=O)Nc3nccs3)n12
8	CCP(=O)(c1ccccc1)C(C)(C)O (stereo not given)

entry no.	1	2	3	4	5	6	7	8
Rpn11 block	i	i	i	i	i	i	i	i
DNMT1 inh	-2	0	-3	0	10	1	1	2
NadD block	21	-2	-9	-3	0	3	0	-1
CSN inh	-2	5	0	3	-6	-2	0	-6
STEP inh	0	-2	-4	-1	8	-2	-2	-2
Neddyl block	i	i	i	i	i	i	i	i
LMPTP inh	1.9	-0.3	-0.2	0.2	1.2	-0.8	-0.7	-1.5
Rin1 Abl inh	-1	-1	-2	-1	3	0	2	-1
SUMO1 PPI mod	2	4	4	1	1	-4	26	-1
Scp1 inh	-12	-2	3	-4	-2	2	-3	4

9	O=C(Nc1ccc(Br)cc1)c1cccc(N2C(=O)C3C4C=CC(C4)C3C2=O)c1 (stereo not given)
10	COc1ccc(C(=O)C2CCCN(Cc3ccc4c(c3)OCCO4)C2)cc1F (stereo not given)
11	CC(C)c1ccc2oc(=O)cc(CN3CCN(Cc4ccccc4)CC3)c2c1
12	COCCn1c(SCC(=O)Nc2cc(C)on2)nc2c([nH]c3ccccc32)c1=O
13	CN1CCN(c2ccccc2NC(=O)c2ccc(-c3ccc(Cl)c(Cl)c3)o2)CC1
14	CSc1nccn1CC(=O)Nc1ccc(F)cc1
15	CC(O)C(=O)N/N=C/c1ccccc1C(=O)O (stereo not given)
16	Cc1cc(C)cc(N2C(=O)CN(Cc3sccc3C)C2=S)c1

entry no.	9	10	11	12	13	14	15	16
Rpn11 block	i	i	i	i	i	i	i	i
DNMT1 inh	-1	21	1	17	-10	0	-2	-5
NadD block	-4	-8	-13	2	-5	5	2	-7
CSN inh	0	-5	3	0	3	-3	-9	3
STEP inh	-3	1	1	0	1	-4	0	2
Neddyl block	i	i	i	i	+	i	i	i
LMPTP inh	0.4	-0.7	-0.1	-1.1	7.7	-1.3	0.3	0.6
Rin1 Abl inh	0	0	3	0	-2	-1	-4	-1
SUMO1 PPI mod	6	-7	-2	2	0	2	-1	-2
Scp1 inh	-8	-9	-4	.	2	-11	-1	-11

17	COC(=O)C1=C(CSc2nccn2C)NC(=O)NC1c1cc(C)ccc1C (stereo not given)
18	CCCC1C2C(=O)N(c3cccc(C)c3)C(=O)C2ON1c1ccccc1 (stereo not given)
19	CCC(C)/C(C)=N/NC(=O)CNS(=O)(=O)c1ccc([N+](=O)[O-])cc1 (stereo not given)
20	COc1ccc(C(=O)OC/C(O)=C(\C#N)c2nc3ccccc3[nH]2)cc1S(=O)(=O)N1CCOCC1
21	COc1cc(OC)cc(C(=O)N2CCN(Cc3ccccc3Br)CC2)c1
22	O=C(Nc1ccc(Cl)cc1)ON=C1CCCC1
23	COc1ccc(/C=C(/NC(=O)c2ccccc2Cl)C(=O)NCCCC(=O)O)cc1
24	CCOC(=O)c1cc(-c2ccccc2)sc1NC(=O)C(C)Sc1nnc(N)s1 (stereo not given)

entry no.	17	18	19	20	21	22	23	24
Rpn11 block	i	i	i	i	i	i	i	i
DNMT1 inh	-1	7	2	-10	3	-1	-2	-20
NadD block	4	-14	-3	19	-2	5	-7	-8
CSN inh	3	0	-1	-12	0	3	4	-12
STEP inh	0	1	0	0	-1	-2	2	0
Neddyl block	i	i	i	i	i	i	i	i
LMPTP inh	-0.1	1.0	-1.2	-0.1	-1.9	-0.7	-0.5	3.4
Rin1 Abl inh	-2	0	1	-5	1	-1	0	-1
SUMO1 PPI mod	0	-3	-24	22	-5	2	0	-7
Scp1 inh	-6	-14	-10	-3	-3	-7	-3	4

Quoted from the listing.
COc1ccc(C(=O)OC/C(O)=C(\C#N)c2nc3ccccc3[nH]2)cc1S(=O)(=O)N1CCOCC1 in Scp1 inh has -3
COc1ccc(/C=C(/NC(=O)c2ccccc2Cl)C(=O)NCCCC(=O)O)cc1 in STEP inh has 2
O=C(Nc1ccc(Cl)cc1)ON=C1CCCC1 in DNMT1 inh has -1
COC(=O)C1=C(CSc2nccn2C)NC(=O)NC1c1cc(C)ccc1C (stereo not given) in LMPTP inh has -0.1

Additional compounds
25	CC(C)NS(=O)(=O)c1ccc(NC(=O)C(C)OC(=O)CCC2CCCCC2)cc1 (stereo not given)
26	CCN(CC)S(=O)(=O)c1cccc(N=Nc2c(O)c3ccccc3oc2=O)c1
27	CCNC(=O)CC1C(=O)N(c2cccc(OC)c2)C(=O)N1CCOC (stereo not given)
28	S=C(NCC1CCCO1)Nc1ccc(Cl)cc1Cl (stereo not given)
29	COc1ccc(OC)c(S(=O)(=O)N2CCC(C(=O)Nc3cccc(C)c3C)CC2)c1
30	O=C(CCc1ccc(S(=O)(=O)NCCc2ccccc2)cc1)Nc1ccc2c(c1)OCO2
31	COc1ccc(CNC(=O)C(C)Sc2nc3ccccc3c(=O)n2CCCN2CCOCC2)cc1 (stereo not given)
32	N#Cc1nc(-c2ccccc2)oc1N1CCN(C(=O)c2ccco2)CC1

entry no.	25	26	27	28	29	30	31	32
Rpn11 block	i	i	i	i	i	i	i	i
DNMT1 inh	-3	-2	7	6	2	-19	0	0
NadD block	-8	-1	0	1	4	-2	2	-3
CSN inh	-4	14	0	0	1	4	4	8
STEP inh	1	3	0	21	0	3	0	-3
Neddyl block	i	i	i	i	i	i	i	+
LMPTP inh	3.2	1.1	-0.6	-0.8	-0.9	4.2	-0.9	-2.0
Rin1 Abl inh	3	-3	-4	0	-2	-1	-3	-6
SUMO1 PPI mod	0	-23	2	-4	2	-1	-1	-5
Scp1 inh	-6	3	-5	1	-2	-13	-9	-2

33	Cc1csc(SCC(=O)Nc2ccc(Cl)cn2)n1
34	O=C(Cc1ccccc1[N+](=O)[O-])OCN1C(=O)c2ccccc2C1=O
35	Cc1cc(C)cc(SCc2noc(C(=O)NC(C)C)c2C(=O)NC(C)C)c1
36	O=c1c2c(ncn2C2CCCC2)n(Cc2ccccc2)c(=O)n1CCOc1ccc(Br)cc1
37	CC1(C)OC(=O)C(=CNCC(=O)NCC(=O)O)C(=O)O1
38	Cc1ccc2nsnc2c1NC(=O)c1cccnc1Cl
39	CCOc1ccc(/C=C/C2=CC(C)(C)NC(=S)N2)cc1
40	CC1(C)CC(=O)C=C(c2ccc(COC(=O)c3cc(F)cc(F)c3)cc2)C1=O

entry no.	33	34	35	36	37	38	39	40
Rpn11 block	i	i	i	i	i	i	i	i
DNMT1 inh	-6	3	-1	-1	0	1	-4	2
NadD block	6	-8	-4	-4	4	-1	2	1
CSN inh	8	-3	1	3	1	3	3	-2
STEP inh	1	4	3	-2	-4	-1	7	0
Neddyl block	i	i	i	i	i	i	i	i
LMPTP inh	-0.6	0.8	0.1	0.7	-1.5	1.5	0.8	2.0
Rin1 Abl inh	2	0	2	-1	-1	-3	2	-3
SUMO1 PPI mod	-1	-20	0	-2	0	-19	-1	-23
Scp1 inh	-2	1	-8	-3	5	1	-1	.

Printed as active in Neddyl block, among the entries above:
| nr | canonical_smiles | Rpn11 block | DNMT1 inh | NadD block | CSN inh | Neddyl block | LMPTP inh | Rin1 Abl inh | SUMO1 PPI mod | Scp1 inh |
| --- | --- | --- | --- | --- | --- | --- | --- | --- | --- | --- |
| 13 | CN1CCN(c2ccccc2NC(=O)c2ccc(-c3ccc(Cl)c(Cl)c3)o2)CC1 | i | -10 | -5 | 3 | + | 7.7 | -2 | 0 | 2 |
| 32 | N#Cc1nc(-c2ccccc2)oc1N1CCN(C(=O)c2ccco2)CC1 | i | 0 | -3 | 8 | + | -2.0 | -6 | -5 | -2 |

Carrying on:
41	COc1ccc(NC(=O)Cn2nnc(-c3ccccc3NC(=O)c3cccs3)n2)cc1
42	CNCc1ccccc1OCC(=O)Nc1ccccc1
43	CCN(CC)C(=O)c1cnn(-c2ccccc2)c1NC(=O)c1ccccc1F
44	Cn1c(SCC(=O)NCc2ccc(F)cc2)ncc(C(=O)Nc2ccccc2)c1=O
45	COc1ccc(C(=O)Nc2ccc3c(c2)OCCO3)cc1[N+](=O)[O-]
46	CCOC(=O)Cc1csc(NC(=S)NC(=O)C(C)(C)C)n1
47	O=C(CCN1C(=O)c2ccccc2C1=O)Nc1ccccc1C(F)(F)F

entry no.	41	42	43	44	45	46	47
Rpn11 block	i	i	i	i	i	i	i
DNMT1 inh	4	6	1	0	-4	0	0
NadD block	-2	-3	0	-3	-1	-2	5
CSN inh	5	7	0	0	-5	-2	-2
STEP inh	1	-3	0	-2	2	-1	-1
Neddyl block	i	i	i	i	i	i	i
LMPTP inh	0.6	-0.5	0.1	0.2	0.2	-1.2	-0.3
Rin1 Abl inh	2	2	-2	-1	0	-1	0
SUMO1 PPI mod	-1	2	-2	-71	-5	7	-3
Scp1 inh	-15	5	-5	28	6	-10	-4

High-throughput results as filed in PubChem.
